Screening results: PubChem, several laboratories
MLLE-PAM2 inh: inhibitors of microRNA-mediated deadenylation, human PABP1 MLLE binding. actives 0.36% (n = 360,000). P11940. GST-MLLE / FITC-PAM2 fluorescence polarization. AID 588489. inhibition, % at 20 µM; in the data active = inhibition above about 35%, passing the limit was not always enough;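 also: plate controls were DMSO wells with GST-MLLE for no effect and wells lacking GST-MLLE protein for full effect; some results filed as inactive read as strong as hits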
FAS-TE inh: inhibitors of human fatty acid synthase thioesterase domain. recombinant FAS-TE, OMFH fluorogenic substrate, fluorescence endpoint. actives 0.67% (n = 360,000). inhibition, % at 15 µM. AID 602261. P49327;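 active = compounds whose normalised, plate-corrected inhibition of enzyme fluorescence in the single-dose primary screen is 50% or more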;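 also: 0% = DMSO with enzyme and 100% = substrate without enzyme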
E coli Lon inh: E. coli protease La inhibition; actives 0.42% (n = 360,000); purified E. coli Lon protease, fluorescence polarization; inhibition, % at 7.94 µM; P0A9M0; in the data active = inhibition above about 13%, passing the limit was not always enough;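 also: 0% = enzyme with probe and DMSO and 100% = no enzyme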
MT1-MMP act inh: inhibitors of human MT1-MMP activation; HT1080 RFP-PRO-GFP cells, GFP/RFP ratio fluorescence, overnight; percent of plate control window, DMSO zero; GFP/RFP ratio change, % at 20 µM; actives 0.061% (n = 360,000);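 active = GFP/RFP ratio change of at least 30% with cell ATP level not reduced by more than half and red fluorescence within 50% of control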; also: strong numbers were not always called active
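Read-out: GFP/RFP fluorescence ratio; Test system: RFP-PRO-GFP reporter HT1080 cells; Compound dosing: single-point 20 µM compound, 1% DMSO; Times: overnight compound exposure at 37 °C.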
Rpn11 inh: blocks the human proteasome subunit Rpn11; O00487; actives 0.59% (n = 360,000); calls only at 20 µM; human 26S proteasome, Ub4-pepOG fluorescence polarization; 20S core pre-blocked with epoxomicin;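 active = inhibition at 20 µM, scaled to each plate's controls, above about 33%, limit read from the data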
Target sequence (O00487 whole entry, looked up): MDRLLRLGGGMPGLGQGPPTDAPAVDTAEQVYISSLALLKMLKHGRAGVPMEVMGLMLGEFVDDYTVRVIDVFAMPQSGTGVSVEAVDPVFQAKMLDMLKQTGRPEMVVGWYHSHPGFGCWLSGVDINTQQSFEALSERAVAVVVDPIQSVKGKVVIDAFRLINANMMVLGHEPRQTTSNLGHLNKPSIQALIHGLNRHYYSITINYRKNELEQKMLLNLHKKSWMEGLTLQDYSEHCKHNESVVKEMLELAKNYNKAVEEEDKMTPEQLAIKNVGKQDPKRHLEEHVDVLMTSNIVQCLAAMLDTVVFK
Rin1-Abl PPI inh: human Rin1-Abl interaction inhibition; P00519+Q13671; TR-FRET Rin1/Abl binding, biochemical; inhibition, % at 7.35 µM; actives 0.4% (n = 360,000); AID 588664; in the data active = inhibition above about 5%, passing the limit was not always enough
bovine MsrA act: bovine methionine sulfoxide reductase A activation; purified bovine MsrA, absorbance read-out; activation, % at 10.6 µM; actives 0.3% (n = 360,000); AID 602163; in the data active = activation above about 7.5%;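 also: 0% = vehicle and 100% = reference activator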
CSN inh: CSN deneddylation inhibition. Q92905. Purified CSN, SCF-Nedd8-OG deneddylation, fluorescence polarization. inhibition, % at 12.5 µM. actives 0.38% (n = 360,000). AID 651999;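 active = pattern-corrected inhibition above about 35%, with an unprinted fluorescence ratio check between 0.5 and 1.5, limit read from the data, passing the limit was not always enough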;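 also: 0% = enzyme with substrate and 100% = substrate without enzyme; some results filed as inactive read as strong as hits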
Target sequence (Q92905 whole entry, looked up, one chain of several): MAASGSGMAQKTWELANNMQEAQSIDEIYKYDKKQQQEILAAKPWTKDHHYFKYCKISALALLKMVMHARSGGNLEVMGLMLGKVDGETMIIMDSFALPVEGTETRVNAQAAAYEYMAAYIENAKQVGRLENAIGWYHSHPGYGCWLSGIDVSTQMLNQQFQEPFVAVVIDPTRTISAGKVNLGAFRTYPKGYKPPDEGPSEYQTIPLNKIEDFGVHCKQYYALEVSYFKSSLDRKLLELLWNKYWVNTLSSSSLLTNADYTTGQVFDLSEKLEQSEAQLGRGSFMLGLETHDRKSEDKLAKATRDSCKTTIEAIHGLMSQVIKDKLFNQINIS
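Test system: purified human Csn5 enzyme expressed in HEK293T cells. Amount: 0.24 nM enzyme. Reagent: SCFSkp2-Nedd8OG substrate at 10 nM final. Schedule: 90 min incubation of compound, enzyme and substrate at room temperature. Detection: fluorescence polarization. Read-out: % inhibition of substrate cleavage by Csn5.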
MsrA inh: bovine MsrA inhibition; purified bovine MsrA, absorbance read-out; inhibition, % at 15.5 µM; actives 0.75% (n = 360,000); AID 651718; in the data active = inhibition above about 4.5%;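 also: 0% = vehicle wells with enzyme and 100% = reference inhibitor wells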
Active calls of the source: *; i = inactive; / = not tested or not shown; + = active, no number.

Structure,MLLE-PAM2 inh,FAS-TE inh,E coli Lon inh,MT1-MMP act inh,Rpn11 inh,Rin1-Abl PPI inh,bovine MsrA act,CSN inh,MsrA inh
O=C(O)C1CCN(S(=O)(=O)c2ccc(N3CCOCC3)c([N+](=O)[O-])c2)CC1,2,-8,3,0,i,0,-9,3,1.3
COc1ccc(OC)c(C2Nc3c(Cl)ccc(C(=O)O)c3C3C=CCC32)c1 (stereo not given),19,-6,4,7,i,0,-6,-9,2.0
COc1ccc(C(=O)NN(C)c2nc(-c3ccccc3)cc(C)c2S(C)(=O)=O)cc1,-6,7,0,0,i,-3,-1,-6,-0.8
CCN(CC)C(=O)Cn1nnc(-c2ccc(S(C)(=O)=O)cc2)n1,-98,-10,2,-3,i,0,-10,0,0.4
OC(COc1ccccc1)CN(Cc1ccccc1)CC(O)COc1ccccc1 (stereo not given),9,26,3,0,i,-2,8,-1,0.3
CNC(=S)N/N=C/c1ccc(-c2cccc(C(=O)O)c2)o1,8,-4,-8,-2,i,-2,-8,2,4.9*
OCCCc1nc2n(n1)C(c1ccccc1Cl)C=C(c1cccs1)N2 (stereo not given),21,-14,-52,-72,i,2,-5,3,/
O=C(CCCCCC(=O)N(CCO)CCO)N(CCO)CCO,-9,-2,4,2,i,2,-3,-1,-0.7
COC(=O)CN1C(=O)N/C(=C/c2ccc(C)o2)C1=O,14,-2,12,-12,i,-2,-8,6,0.6
CC1CCN(S(=O)(=O)c2ccc(NC(=S)NC(=O)c3ccc(Cl)cc3)cc2)CC1,33,12,-3,2,i,1,-1,-5,0.0
Cc1c(/C=N/N=C2\CCC3C4CCc5cc(O)ccc5C4CCC23C)cnn1C (stereo not given),-7,-1,-9,-2,i,2,-5,5,1.6
Cc1csc(NC(=O)C2CSC3(C)CCC(=O)N23)n1 (stereo not given),-2,-6,-9,-7,i,1,-2,3,-1.4
COC(=O)c1sc(SC)c(S(=O)(=O)C(C)C)c1N,-7,-4,3,1,i,-2,-3,-2,2.2
O=C(CSc1nc2nn(-c3ccccc3)c(=O)c-2c2n1CCCCC2)Nc1ccccc1[N+](=O)[O-],-61,32,4,-2,i,-7,0,-3,0.8
COc1ccc(C2(c3ccc(OC(C)=O)cc3OC(C)=O)CC(c3ccccc3)NC(=S)N2)cc1 (stereo not given),-119,1,21*,6,i,2,-1,3,-0.4
Cc1cc(C)c2ccc(NN)nc2c1O,-20,-2,-2,4,i,-1,-2,-1,0.9
COc1cc(C2OC(c3cc(OC)c(OC)c(OC)c3)C(C)C2C)cc(OC)c1OC (stereo not given),19,-1,-10,7,i,-1,-2,2,0.4
O=C(NC1CCCCC1)C(c1ccc(F)cc1)N(CCc1ccccc1)C(=O)CN1C(=O)c2ccccc2S1(=O)=O (stereo not given),-9,-1,-2,-12,i,1,-2,0,-1.1
O=C(Nc1sc2c(c1C(=O)c1ccccc1)CCCC2)c1cccnc1,15,11,-27,-4,i,3,-5,-4,0.4
Cc1ccc(-c2nc(N/N=C/c3cccc([N+](=O)[O-])c3)c3ccccc3n2)cc1,4,2,5,-9,i,-2,-2,3,0.4
CCOC(=O)Cn1c(=NC(=O)CN2C(=O)CCC2=O)sc2cc(S(N)(=O)=O)ccc21,9,-3,3,-1,i,2,-9,4,-0.1
CCOc1ccc2c(c1)s/c(=N\S(=O)(=O)c1ccc(OC)cc1)n2C(F)F,1,26,0,2,i,-2,2,-2,-1.2
CC(=O)Nc1ccc(NC(=S)NC(=O)/C=C/c2ccccc2)cc1,21,-7,-2,-5,i,1,-11,5,1.8
Cc1ccc(S(=O)(=O)NCc2csc(C)n2)c(C)c1,-5,-5,5,1,i,1,1,5,0.0
CN(C)CCCN(C(=O)CCSc1ccccc1)c1nc2cc3c(cc2s1)OCO3,27,6,-1,3,i,-3,-3,1,-0.9

4 structures from above, ordered by molar mass, rising.
Structure,MLLE-PAM2 inh,FAS-TE inh,E coli Lon inh,MT1-MMP act inh,Rpn11 inh,Rin1-Abl PPI inh,bovine MsrA act,CSN inh,MsrA inh
COC(=O)CN1C(=O)N/C(=C/c2ccc(C)o2)C1=O,14,-2,12,-12,i,-2,-8,6,0.6
COc1ccc(OC)c(C2Nc3c(Cl)ccc(C(=O)O)c3C3C=CCC32)c1 (stereo not given),19,-6,4,7,i,0,-6,-9,2.0
COc1cc(C2OC(c3cc(OC)c(OC)c(OC)c3)C(C)C2C)cc(OC)c1OC (stereo not given),19,-1,-10,7,i,-1,-2,2,0.4
CCOC(=O)Cn1c(=NC(=O)CN2C(=O)CCC2=O)sc2cc(S(N)(=O)=O)ccc21,9,-3,3,-1,i,2,-9,4,-0.1

Going on with the list.
Structure,MLLE-PAM2 inh,FAS-TE inh,E coli Lon inh,MT1-MMP act inh,Rpn11 inh,Rin1-Abl PPI inh,bovine MsrA act,CSN inh,MsrA inh
O=C(CN1CCN(Cc2ccccc2Cl)C1=O)NCc1cccnc1,6,-2,-3,1,i,0,-2,-1,0.4
Cc1ccc(C)c(NC(=O)Cn2nnc(C(=O)NCc3cccs3)c2N)c1,8,-16,1,11,i,0,-2,2,0.8
O=c1oc2ccccc2c(O)c1/C=N/c1ccccn1,-7,-4,5,-6,i,1,1,-3,-0.5
Cc1cccc(Cl)c1OCCCCn1ccnc1,2,0,-12,-3,i,1,-9,-2,1.1
O=C(O)Cc1ccc(C(=O)c2ccccc2)s1,13,-2,-5,-5,i,1,0,1,1.0
Cc1cc(NC(=O)CCC(=O)N(Cc2ccco2)C(C(=O)NC2CCCCC2)c2cccs2)no1 (stereo not given),-8,1,1,0,i,0,-1,0,0.3
Cc1ccc([N+](=O)[O-])cc1NC(=O)CSc1nncn1-c1ccccn1,19,4,-11,-5,i,-2,0,2,-0.9
O=C(NCc1cc(C(F)(F)F)ccc1Cl)c1cccc2c1C(=O)c1ccc(N3CCC(Cc4ccccc4)CC3)cc1S2(=O)=O,101,-104,-10,-110,i,0,-2,-48,/
OCCC1CN(Cc2cccn2-c2nccs2)CCN1Cc1ccc(F)c(F)c1 (stereo not given),5,-3,-3,-3,i,5,-2,5,0.5
COc1ccc(CCC(=O)Nc2ccc(OC)c(S(=O)(=O)N3CCCCC3)c2)cc1OC,-18,-5,-5,-2,i,2,-2,-4,0.4
C=CCN(c1ccccc1OC)S(=O)(=O)c1cccc(C(=O)OC2CCOC2=O)c1 (stereo not given),9,6,5,3,i,-1,-4,-2,0.4
CN1C(=O)c2cccc3c(N(C)C)ccc(c23)C1=O,-36,-35,-57,-135,i,-15,-5,8,0.3
COc1ccc(CNC(=O)C2CCN(C(=O)c3csc(Nc4ccc(C)cc4)n3)CC2)cc1,-7,5,-3,7,i,6,-4,4,-0.7
O=C(CN1CCN(Cc2ccccc2F)C1=O)NCc1cccnc1,5,-6,-5,0,i,-2,-2,1,0.5
Cc1nn(Cc2ccccc2)c(C)c1NC(=O)c1cc(-c2ccc3c(c2)OCO3)on1,-5,2,-5,2,i,-1,-12,-2,-0.6
Cc1nc(CS(=O)(=O)c2ccc(Cl)cc2)cc(Sc2ccccc2Cl)n1,10,16,6,0,i,1,-4,0,2.7
O=C(CSc1ccccn1)Nc1ccc2c(c1)C(=O)c1ccccc1C2=O,14,-8,2,-1,i,-1,-4,0,-0.4
Cc1ccc(CNC(=S)NCc2ccncc2)cc1,-43,1,1,4,i,3,0,6,0.3
Cc1ccc2oc3c(SCc4nc5ccccc5[nH]4)nc(C)nc3c2c1,-23,0,-45,3,/,-68,0,6,1.4
C(=Cc1c[nH]c2ccccc12)c1ccc2ccccc2n1,-55,18,-48,-98,i,-3,-2,10,1.7
CC(C)(C)NC(=O)c1ccc2nsnc2c1,2,-7,-12,-2,i,-1,-9,-12,0.1
CC1=C(C(=O)N2CCOCC2)C(c2ccc(Br)cc2)NC(=S)N1c1ccccc1 (stereo not given),14,-4,-5,0,i,3,-3,3,1.5
C[C@H](CO)N1C[C@H](C)[C@@H](CN(C)C(=O)c2cc(-c3ccccc3)on2)OCc2cnnn2CCCC1=O,-3,-5,6,-5,i,2,-1,1,-0.8
CCCCOC(=O)Nc1ccc2c(C)cc(=O)oc2c1,9,4,0,-3,i,3,1,6,0.0
COc1ccc(Cl)cc1NC(=O)CN(C)C(=O)c1ccc(N2CCCCCC2)c([N+](=O)[O-])c1,1,27,3,4,i,-1,0,-7,2.0
Cn1c(O)c(C2=c3ccccc3=NC2=O)sc1=Nc1ccc(Cl)cc1,-12,19,3,1,i,-5,-2,0,0.3
Nc1ccn(C2CC(O)C(CO)O2)c(=O)n1 (stereo not given),-6,-3,-4,-2,i,-1,-1,1,-0.8
O=C(NCC1CC1)c1ccc2sc([C@H]3C[C@H](O)[C@@H](CO)O3)nc2c1,3,-6,-7,-7,i,1,-9,4,0.3
CC(C)CNC(=O)C1(C)CCCN1C(=O)c1ccc2c(c1)CCO2 (stereo not given),-5,-7,0,0,i,1,-1,-7,0.4
Cc1ccc(NC(=O)C2CSC3(C)CCC(=O)N23)cc1S(=O)(=O)N1CCOCC1 (stereo not given),-1,-12,-6,1,i,3,-4,-2,-0.2
Cc1ccc(OCCOCCOc2cccc3cccnc23)c(Br)c1,-9,-1,-5,2,i,-3,-7,-10,-0.3
C=CCc1cc(/C=C2/NC(=S)NC2=O)cc(OC)c1O,-47,0,-123,-34,+,-2,-10,19,1.7
CCN(C[C@H]1N[C@@](C)(C(=O)OC)[C@H]2C(=O)N(C)C(=O)[C@@H]12)C(=O)c1ccc(C)cc1,-7,-8,5,2,i,-2,-1,-1,-0.2
O=S(=O)(c1ccc(SCc2ccc(Cl)cc2)nc1)N1CCCC1,19,54*,1,1,i,-2,-1,6,0.6
O/N=C1\CC2(Cc3nonc31)OCCO2,-12,-3,-3,1,i,1,-12,1,1.0
